Assay outcomes: PubChem, several laboratories
MrgX1 PAM: human MrgX1 positive allosteric modulation, primary screen; Q96LB2; MrgX1-HEK293, Fluo-4 calcium flux, FDSS; active compounds read high; hit rate 0.63% among 310,000; B-score at 10 µM; AID 588675;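 active means plate-corrected calcium response at least 3 library SD above typical, normal starting fluorescence, not activating the receptor alone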;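 further: compound read alongside a low EC10 to EC30 dose of BAM8-22 agonist; peak minus trough fluorescence over baseline measured at the second addition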
MrgX1 ag: agonists of human MrgX1 receptor; AID 588627; MrgX1-HEK293 cells, Fluo-4 calcium fluorescence, agonist mode; active compounds read high; Q96LB2; hit rate 0.44% among 310,000; B-score at 10 µM;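 active means calcium response B-score plate-corrected fluorescence ratio at least 3 library SD, with starting fluorescence B-score inside 5 SD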
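Material – MrgX1-expressing HEK293 cells · Input – 15,000 cells seeded per well · Dosing – compound as first of three additions · Times – overnight seeding, then 1 h dark dye loading · Measured by – kinetic Fluo-4 NW fluorescence of intracellular calcium · Read-out – B-scored fluorescence response ratio · Benchmarks – positive and negative control wells on each plate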
PolyA inhibitor: blocks polyadenylation in yeast reporter cells. hit rate 0.02% among 300,000. calls only at 12 µM. S. cerevisiae SKY197-pL101 polyadenylation reporter, beta-gal luminescence; efflux-impaired pdr1/pdr3 knockout yeast; score 100 = 6 SD above DMSO;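 active means lowest replicate activity score at least 50, where 100 means six control SD above control mean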;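 further: yeast exposed to compound for 9 h at 30 °C; higher score means more reporter readthrough which indicates perturbed polyadenylation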
TRPC6 inhibitor: mouse TRPC6 channel inhibition; Q61143; HEK293-TRPC6, membrane potential dye, ACh-evoked depolarization; active compounds read low; B-score at 10 µM; hit rate 1.1% among 310,000;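 active means B-score under library mean minus 3 SD, initial fluorescence not abnormally high, positive integrated signal ratio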;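 further: B-score derived from integrated fluorescence ratio over the kinetic read; more negative B-score means stronger inhibition of depolarization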
Target sequence (Q61143 whole entry, looked up): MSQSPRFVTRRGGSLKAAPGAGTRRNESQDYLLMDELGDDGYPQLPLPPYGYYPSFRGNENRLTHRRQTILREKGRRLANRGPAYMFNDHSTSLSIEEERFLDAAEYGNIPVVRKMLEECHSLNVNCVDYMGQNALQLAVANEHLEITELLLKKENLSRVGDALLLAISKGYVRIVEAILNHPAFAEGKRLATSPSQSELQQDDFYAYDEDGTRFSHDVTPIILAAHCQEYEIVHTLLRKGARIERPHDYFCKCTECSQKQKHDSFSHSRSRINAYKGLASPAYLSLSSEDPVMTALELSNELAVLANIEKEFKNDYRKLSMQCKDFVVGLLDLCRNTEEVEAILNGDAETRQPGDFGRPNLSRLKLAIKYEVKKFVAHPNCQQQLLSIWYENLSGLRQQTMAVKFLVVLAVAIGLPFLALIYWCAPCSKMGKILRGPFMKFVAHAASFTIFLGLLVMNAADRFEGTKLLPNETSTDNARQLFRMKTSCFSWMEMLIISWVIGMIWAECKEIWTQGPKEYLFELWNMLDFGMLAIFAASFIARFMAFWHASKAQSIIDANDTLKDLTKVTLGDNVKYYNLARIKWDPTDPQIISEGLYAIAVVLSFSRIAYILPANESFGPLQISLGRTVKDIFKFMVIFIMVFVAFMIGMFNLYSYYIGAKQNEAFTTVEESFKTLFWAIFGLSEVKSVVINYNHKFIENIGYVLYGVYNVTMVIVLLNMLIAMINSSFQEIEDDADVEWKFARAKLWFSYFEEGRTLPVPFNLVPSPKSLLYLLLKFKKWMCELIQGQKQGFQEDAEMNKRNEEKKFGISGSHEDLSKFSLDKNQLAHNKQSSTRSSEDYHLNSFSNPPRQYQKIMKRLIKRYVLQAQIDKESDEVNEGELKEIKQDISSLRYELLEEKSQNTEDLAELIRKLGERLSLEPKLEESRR
AI-2 QS mod: modulators of Vibrio harveyi AI-2 quorum sensing system; activity change, % at 7.5 µM; Vibrio harveyi JMH597 AI-2 luminescence/OD600 ratio, 9 h; active compounds read low; strain lacks LuxN and CqsS sensors; 0 = neutral-control median; hit rate 0.4% among 300,000; AID 2094; in the data active means activity change below about -75%, passing the limit was not always enough;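 further: luminescence divided by OD600 gain over 9 h not by final OD600 alone; inactives centre near 13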
MrgX1 antagonist: blocks BAM8-22 activation of human MrgX1 receptor. AID 588676. hit rate 1.3% among 310,000. B-score at 10 µM. MRGX1-HEK293 calcium flux, Fluo-4, BAM8-22 antagonism; active compounds read low;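 active means calcium-response B-score plate-corrected more than 3 library SD below zero, starting fluorescence within 5 deviations, no agonist response on first addition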;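 further: peak minus trough fluorescence over baseline after final BAM8-22 challenge near maximal dose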
TRPC4 block: TRPC4 (mouse) channel inhibition | HEK293 TRPC4beta/mu-opioid, DAMGO-evoked Fluo4 calcium flux; active compounds read low | hit rate 0.39% among 300,000 | B-score at 10 µM | Q9QUQ5;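 active means B-score over 3 SD under the library average, no early fluorescence shift, positive overall ratio signal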
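Assay system: HEK293 cells with stable TRPC4beta plus mu-opioid receptor expression. Dosing: single dose. Measured by: Fluo4 Ca2+ flux fluorescence. Also added: DAMGO in two steps, submaximal then maximal. Read-out: B score from integrated Fluo4 fluorescence ratio.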
TRPC6 act: mouse TRPC6 channel activation | B-score at 10 µM | hit rate 0.13% among 310,000 | HEK293-TRPC6 membrane potential dye fluorescence; active compounds read high;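 active means B-score of the integrated fluorescence ratio above library mean plus 3 SD, and starting fluorescence ratio within library mean plus 5 SD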;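 further: higher score means more depolarization so channel activation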
HIF activator: HIF pathway transcriptional activation. U2OS HRE-luciferase reporter, luminescence; normalized: DMSO 0%, desferrioxamine 100%. activation, % at 7.5 µM (by protocol). hit rate 0.32% among 300,000. AID 1910;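 active means mean activation of at least 10% of the iron chelator positive control signal, with at least half of replicates also reaching 10%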
TRPC4 potent: allosterically enhances the mouse TRPC4 cation channel | Q9QUQ5 | hit rate 0.42% among 310,000 | HEK293 TRPC4beta/mu-opioid, DAMGO EC20, Fluo-4 Ca2+ flux; active compounds read high | B-score at 10 µM;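 active means B-score of calcium response area above 5 SD of library B-scores, with initial fluorescence ratio within 5 SD of library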;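 further: B-score of integrated fluorescence ratio over time as area under calcium response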
TRPC4 act: opens the mouse TRPC4 cation channel. hit rate 0.49% among 310,000. HEK293 TRPC4beta/mu-opioid, Fluo4 calcium fluorescence; active compounds read high. Q9QUQ5. B-score at 10 µM;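 active means B-score above 5 SD of library B-scores, and initial fluorescence ratio not above library mean plus 5 SD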;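 further: positive B-score marks a calcium rise read as TRPC4 activation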
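Material: HEK293 stable line with TRPC4beta plus mu-opioid receptor; technique: Fluo4 calcium-sensitive dye fluorescence, kinetic, 1 Hz baseline; timing: Fluo4 dye loading 45 min at room temperature, 110 s recording; controls: assay buffer as low control, maximal DAMGO as high control; read-out: integrated baseline-normalised fluorescence ratio, converted to per-well B score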
Starred values were filed as active, the others as inactive; i = inactive; / = no result given. The list is partial; the hit share may differ from the screen's.

SMILES	MrgX1 PAM	MrgX1 ag	PolyA inhibitor	TRPC6 inhibitor	AI-2 QS mod	MrgX1 antagonist	TRPC4 block	TRPC6 act	HIF activator	TRPC4 potent	TRPC4 act
Cc1cc(N2CCOCC2)ccc1/C=C1\C(=O)NC(=O)N(c2ccccc2)C1=O	i	i	i	i	18	i	i	i	0.5	i	i
N#Cc1ccc(NC(=O)CCNC(=O)c2ccco2)cc1Cl	i	i	i	i	/	i	i	i	0.6	i	i
CCOP(=S)(OCC)Oc1cc(C)oc(=O)c1Cl	i	i	i	i	26	i	i	i	1.4	i	i
CCc1ccc(N2C(=O)NC(=O)/C(=C\c3cc(C)n(-c4cc(C(=O)O)cc(C(=O)O)c4)c3C)C2=O)cc1	i	i	i	i	14	i	i	i	-30	i	i
O=C1C2CCCN2C(c2cccnc2)N1c1cccc(Cl)c1 (centres undefined)	i	i	i	i	-6	i	i	i	-0.3	i	i
O=c1[nH]c(=O)n(Cc2ccc(F)cc2)c(O)c1C=NCCCO	i	i	i	i	28	i	-5*	i	0.0	i	57*
COc1cccc(/C=C2\N=C(c3cncc(Br)c3)OC2=O)c1	i	i	i	i	4	i	i	i	-0.3	i	i
Cc1cccc(-n2c(O)c(C=Nc3ccc(Br)cn3)c(=O)[nH]c2=O)c1	i	i	i	i	3	i	i	i	0.0	i	i
CCCC1(CCC)C(=O)NC(=NCc2ccccc2)NC1=O	i	i	i	i	26	i	i	i	0.0	i	i
N[C@@H]1CCCC[C@H]1N.O=C(O)C(=O)O.[Pt]	i	i	i	i	2	i	i	i	-0.2	i	i

3 entries out of the list, ordered by SMILES length, largest number first.
SMILES	MrgX1 PAM	MrgX1 ag	PolyA inhibitor	TRPC6 inhibitor	AI-2 QS mod	MrgX1 antagonist	TRPC4 block	TRPC6 act	HIF activator	TRPC4 potent	TRPC4 act
COc1cccc(/C=C2\N=C(c3cncc(Br)c3)OC2=O)c1	i	i	i	i	4	i	i	i	-0.3	i	i
N#Cc1ccc(NC(=O)CCNC(=O)c2ccco2)cc1Cl	i	i	i	i	/	i	i	i	0.6	i	i
CCCC1(CCC)C(=O)NC(=NCc2ccccc2)NC1=O	i	i	i	i	26	i	i	i	0.0	i	i

(next part)
SMILES	MrgX1 PAM	MrgX1 ag	PolyA inhibitor	TRPC6 inhibitor	AI-2 QS mod	MrgX1 antagonist	TRPC4 block	TRPC6 act	HIF activator	TRPC4 potent	TRPC4 act
CCC1(c2ccc(-c3ccccc3)cc2)C(=O)NC(=O)NC1=O	i	i	i	i	-90*	i	i	i	0.4	i	i
COc1ccc2[nH]cc(CCNCc3cccnc3)c2c1	i	i	i	i	16	i	i	i	-0.7	i	i
CCNC(=S)N(C)CCc1cc2c(c(OC)c1C=C1C(=O)N(C)C(=O)N(C)C1=O)OCO2	i	i	i	i	19	i	i	i	-0.6	i	i
COc1ccc(CN2C(=O)NC(=O)/C(=C/c3ccc([N+](=O)[O-])s3)C2=O)cc1	i	i	i	i	86	i	i	i	0.6	i	i
OCC1(CO)COC(c2cccnc2)N1 (centres undefined)	i	i	i	i	22	i	i	i	0.0	i	i
O=c1[nH]c(O)c(N=Nc2ccc(SC(F)F)cc2)c(=O)[nH]1	13*	i	i	i	19	i	i	i	0.0	i	i
CCOc1cccc(=NC2CCCCC2)c2c(C)[nH]c(C)c12	i	i	i	-8.3*	17	i	i	i	-1.9	i	i
CCC(=O)N1c2ccc(S(=O)(=O)CCC(=O)N3CCC4(CC3)OCCO4)cc2CC1C (centres undefined)	i	i	i	i	11	i	i	i	-1.8	i	i
Cc1nn(-c2ccccc2)c(Cl)c1C1C(C#N)=C(N)Oc2c1c(=O)oc1ccccc21 (centres undefined)	i	i	i	i	36	i	i	i	0.3	i	i
CCCCCCn1c(O)c(/C=N/N2CCCCCC2)c(=O)[nH]c1=O	i	i	i	i	6	i	i	i	0.1	i	i
O=C(Cc1ccccc1)N1CCN(Cc2ccc(F)cc2)CC1	i	i	i	i	-9	i	i	i	-0.8	i	i
CN1C(=O)C(=Cc2ccccc2OCc2ccc(C(=O)O)cc2)C(=O)N(C)C1=O	i	i	i	i	9	i	i	i	0.0	i	i
COC(=O)C1=C(c2cc3ccccc3s2)C[C@@H]2CC[C@H]1N2C(=O)NCCS(C)=O (some centres undefined)	i	i	i	i	17	i	i	i	0.0	i	i
Cc1cc(OCC(=O)NCc2ccc(S(N)(=O)=O)cc2)c2c3c(c(=O)oc2c1)CCC3	i	i	i	i	3	i	i	i	-0.2	i	i
O=C(Cc1ccccc1)Oc1cccc(N2C(=O)CCC2=O)c1	i	i	i	i	3	i	i	i	0.0	i	i
COc1ccc(OCC(=O)N2CCN(Cc3c[nH]c4ccccc34)CC2)cc1	/	/	i	i	1	/	/	i	-0.5	i	i
CN(C(=O)Oc1ccc(C(=O)c2ccc(Cl)cc2)cc1)c1ccccc1	i	i	i	i	4	i	i	i	1.5	i	i
Oc1ccc(Cl)cc1CN1CCN(Cc2ccccc2)CC1	i	i	i	i	25	i	i	i	0.3	i	i
CCn1cc(C(=O)c2cccs2)c2ccccc21	i	i	i	i	36	i	i	i	-0.3	i	i
COc1ccc(OC)c([C@@H](O)[C@H](C)NC(C)(C)C)c1	i	i	i	i	27	i	i	i	0.3	i	i
CN1CCC(O)(c2cccs2)C(C(=O)c2cccs2)C1 (centres undefined)	i	i	i	i	5	i	i	i	0.5	i	i
CC(C)Oc1cc(-n2c(=S)[nH]c3ccccc3c2=O)c(Cl)cc1Cl	i	i	i	i	52	i	i	i	-0.3	12*	i
O=c1cc(C(F)(F)F)c2cc3c4c(c2o1)CCCN4CCC3	i	i	i	i	23	i	i	i	-0.4	i	i
COc1ccc(C2CC(c3c(O)n(CCc4ccccc4)c(=O)[nH]c3=O)=NN2)cc1OC (centres undefined)	i	i	i	i	39	i	i	i	-0.2	i	i
COc1ccc(-n2c(C)cc(C(=O)C[N+]34CCN(CC3)CC4)c2C)cc1	i	i	i	i	20	i	i	i	-0.5	i	i
CCN(CC)c1ccc(CC2C(=O)N(C)C(=O)N(C)C2=O)cc1	i	i	i	i	13	i	i	i	-0.1	i	i
Cc1nc2ccccc2c(=O)n1-c1ccc(-c2ccccc2)cc1	i	i	i	i	2	i	i	i	0.4	i	i
CC1CCN(CC(=O)c2cccc(C(F)(F)F)c2)CC1	i	i	i	i	-6	i	i	i	-20	i	i
CCC(=O)Nc1ccc(N2CCN(CC)CC2)c(Cl)c1	i	i	i	i	-6	i	i	i	0.1	i	i
C[C@]12CC[C@@H](O)C[C@H]1CC[C@@H]1[C@@H]2CC[C@]2(C)C(=O)CC[C@@H]12	i	i	i	i	24	i	i	i	-0.4	i	i
CC(C)c1ccc(O)c(CN2CCN(c3ccccc3)CC2)c1	i	i	i	i	-17	i	i	i	-0.5	i	i
CC(C)(C#CC(=O)O)OOC(c1ccccc1)(c1ccccc1)c1ccccc1	i	i	i	i	-3	i	i	i	-0.9	i	i
CC(C)(C)c1ccc(O)c(N=Cc2c(O)ccc3ccccc23)c1	i	56*	i	i	-5	i	i	i	3.9	i	i
CC(NC(=O)Cc1cccc2ccccc12)C(=O)N1CCC(=O)CC1 (centres undefined)	i	i	i	i	11	i	i	i	-0.1	i	i
Fc1ccc(CNCCc2ccc3c(c2)OCO3)cc1	i	i	i	i	14	i	i	i	-2.2	i	i
CC(=NCCCn1ccnc1)c1c(O)n(C)c(=O)n(C)c1=O	i	i	i	i	-31	i	i	i	-0.5	i	i
Cc1cc(/C=C2\C(=O)NC(=S)N(C)C2=O)c(C)n1C1CCCCC1	i	i	i	i	32	i	i	i	/	i	i
CCOC(=O)C1=C(N)Oc2cc(C)oc(=O)c2C12C(=O)N1c3c(cccc32)C(C)CC1(C)C (centres undefined)	i	i	i	i	13	i	i	i	-0.2	i	i
CCn1c(O)c(C=Nc2ccc(S(N)(=O)=O)cc2)c(=O)[nH]c1=S	i	i	i	i	25	i	i	i	-0.3	i	i
CC(C)CCNC(=O)c1c(N)n(CC2CCCO2)c2nc3ccccc3nc12 (centres undefined)	i	i	i	i	16	i	i	i	-0.9	i	i
O=C1CC(c2ccccc2)CN1 (centres undefined)	i	i	i	i	/	i	i	i	-0.5	i	i
O=C(O)C12C3CCCC1C32c1ccccc1 (centres undefined)	i	i	i	i	37	i	i	i	0.3	i	i
CCN(CC)CCNC(=O)c1c(O)c2ccccc2n(Cc2ccccc2)c1=O	i	i	i	i	7	i	i	i	-0.4	i	i
COc1nc2ccccc2c(=O)n1-c1ccc(C)cc1	18*	i	i	i	-1	i	i	i	-0.3	i	i
O=C(c1ccco1)c1cn(Cc2ccccc2)c2ccccc12	i	i	i	i	19	i	i	i	0.1	i	i
CCN(CC)c1ccc(N=Cc2c(O)n(Cc3ccco3)c(=O)[nH]c2=O)cc1	i	i	i	i	7	i	i	i	/	i	i
Cc1cc(C)cc(OCCOc2cccc(C=C3C(=O)NC(=O)NC3=O)c2)c1	i	i	i	i	-7	i	i	i	0.8	i	i
Cc1ccccc1-n1c(O)c(C=Nc2ccc3c(c2)OCO3)c(=O)[nH]c1=O	i	i	i	i	31	i	i	i	4.0	i	i
NP(=O)(OCC(F)(F)F)Oc1ccccc1 (centres undefined)	i	i	i	i	20	i	i	i	-0.8	i	i
CC(C)c1ccc(N2C(=O)CC(=O)NC2=O)cc1	i	i	i	i	18	i	i	i	1.1	i	i
Additional entries.
SMILES	MrgX1 PAM	MrgX1 ag	PolyA inhibitor	TRPC6 inhibitor	AI-2 QS mod	MrgX1 antagonist	TRPC4 block	TRPC6 act	HIF activator	TRPC4 potent	TRPC4 act
CCN1CCN(C(=O)Cc2c(C)n(C(=O)c3ccc(Cl)cc3)c3ccc(OC)cc23)CC1	i	i	i	i	8	i	i	i	0.1	i	i
CCN(CC)C(=O)c1ccc(NC(=O)COc2ccc([N+](=O)[O-])cc2Cl)cc1	i	i	i	i	49	i	i	i	0.0	i	i
CC(C)Sc1nnc(OC(=O)N(C)C)n1-c1ccccc1	i	i	i	i	15	i	i	i	-0.5	i	i
O=c1c2ccccc2nc(/C=C/c2ccccc2)n1-c1ccc(O)cc1	i	i	i	i	19	i	i	i	1.9	i	i
O=C(C1CC(c2ccccc2O)=NO1)N1CCC2(CC1)OCCO2 (centres undefined)	i	i	i	i	31	i	i	i	1.6	i	i
